OX1R antag-1 = OX1R (human) antagonism. inhibition, % at 6.6 µM. AID 485270. 330,000 tested, 1.8% active. OX1R-expressing cells, FRET antagonist read-out; in the data active means inhibition mostly above about 38%, no sharp cut-off; inactive means mostly below about 40%;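 further: 0% = agonist challenge alone and 100% = reference antagonist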
Target sequence (O43613 whole entry, looked up): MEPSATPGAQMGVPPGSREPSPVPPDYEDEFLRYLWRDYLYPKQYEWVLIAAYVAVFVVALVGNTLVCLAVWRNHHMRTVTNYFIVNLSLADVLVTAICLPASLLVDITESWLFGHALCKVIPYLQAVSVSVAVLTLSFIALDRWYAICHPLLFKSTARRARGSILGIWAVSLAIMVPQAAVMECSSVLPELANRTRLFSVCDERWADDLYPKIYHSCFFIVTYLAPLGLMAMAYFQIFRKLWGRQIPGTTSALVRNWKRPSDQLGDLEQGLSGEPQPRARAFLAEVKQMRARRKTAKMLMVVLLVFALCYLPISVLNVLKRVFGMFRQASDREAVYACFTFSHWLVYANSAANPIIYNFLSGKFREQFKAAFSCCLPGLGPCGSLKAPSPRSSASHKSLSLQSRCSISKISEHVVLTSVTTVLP
OX1R antag-2 = human HCRTR1 antagonism | O43613 | CHO/OX1R cells, Fluo-8 calcium fluorescence, orexin A | inhibition, % at 5 µM | AID 434989 | 330,000 tested, 0.43% active;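 active means inhibition above its plate's threshold, mean inhibition of all tested compounds on the plate plus 3 SD, cut at about 37% in these data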;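 further: 0% = orexin A challenge wells and 100% = SB-334867-A antagonist wells; not every result past the cut was called active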
CHT PAM = human CHT allosteric activation. AID 488977. 310,000 tested, 0.49% active. CHT-expressing cells, membrane potential dye, choline EC20; hits give high values; LV-AA mutant CHT in HEK293 cells. Q9GZV3. B-score at 10 µM;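 active means initial fluorescence not abnormally high and integrated response B-score, plate-corrected, over 3 SD above library mean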
Target sequence (Q9GZV3 whole entry, looked up): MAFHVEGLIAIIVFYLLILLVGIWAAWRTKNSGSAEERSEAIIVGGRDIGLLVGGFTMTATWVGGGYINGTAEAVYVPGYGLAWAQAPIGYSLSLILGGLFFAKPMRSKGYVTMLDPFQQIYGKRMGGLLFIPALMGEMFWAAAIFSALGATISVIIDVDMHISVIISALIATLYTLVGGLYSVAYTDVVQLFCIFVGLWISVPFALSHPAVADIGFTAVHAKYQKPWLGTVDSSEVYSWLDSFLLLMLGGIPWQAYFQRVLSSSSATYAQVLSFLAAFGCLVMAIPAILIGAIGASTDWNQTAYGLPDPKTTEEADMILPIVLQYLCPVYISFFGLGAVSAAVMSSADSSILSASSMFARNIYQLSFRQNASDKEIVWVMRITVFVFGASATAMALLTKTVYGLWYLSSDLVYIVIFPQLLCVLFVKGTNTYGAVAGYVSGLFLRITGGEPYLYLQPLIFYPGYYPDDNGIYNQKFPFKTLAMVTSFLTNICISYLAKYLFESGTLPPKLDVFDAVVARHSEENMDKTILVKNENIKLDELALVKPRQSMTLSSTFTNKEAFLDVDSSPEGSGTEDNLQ
The depositor's hits bear a star; i = inactive; / = no result given; & = joins results of further samples.

SMILES | OX1R antag-1 | OX1R antag-2 | CHT PAM
COc1cccc(C(=O)NNC(=O)C(=O)Nc2ccc(OC)cc2OC)c1 | 13 | -16 | i
O=C(Nc1ccc(Cl)cc1)N1CCCN(Cc2ccccc2F)C1 | 18 | -23 | i
CCc1ccc(C(=O)NC(=S)Nc2ccc(N3CCOCC3)cc2)cc1 | 7 | -12 | i
COc1ccc(/C=N/NC(=O)c2ccc(F)cc2)cc1CN1CCc2cc(OC)c(OC)cc2C1C (centres undefined) | 23 | -32 | i
CCN(CC)CCCN(C(=O)c1ccc(F)cc1)c1nc(-c2ccc(OC)cc2)cs1 | 12 | -29 | i
COc1cc(C)ccc1OCCCCNCc1ccccc1 | -1 | -41 | i
COc1ccc(N2CCN(/C(=N\S(=O)(=O)c3ccc(C)cc3)Nc3nc(C)cc(C)n3)CC2)cc1 | 19 | -21 | i
Cc1ccc(CSc2ncnc3ccccc23)cc1 | 13 | -30 | i
NC(=O)C1CCN(C(=O)c2ccc3c(=O)n(Cc4ccco4)c(SCC(=O)c4ccccc4)nc3c2)CC1 | 7 | -29 | i
COc1ccc(CN2CC(C(=O)NCCCN3CCCCCC3)CC2=O)cc1 (centres undefined) | 8 | -5 | i
CCC(=O)Nc1cc2c3c(c1)CCN3C(=O)CC2 | 0 | -7 | i
S=C(NCc1ccc(Cl)cc1)Nc1ccccc1 | 10 | -3 | i
COc1cccc(/C=C/C(=O)OCC(=O)N2CCN(S(=O)(=O)c3ccc(Cl)cc3)CC2)c1 | 16 | -6 | i
CCn1c(N)c(C(N)=O)sc1=S | 9 | -9 | i
CCOc1ccc(C(=O)NCC(=O)N2CCN(c3ccc(C(F)(F)F)cn3)CC2)cc1 | 5 | 1 | /
O=C(O)c1ccc(-n2cccc2/C=C2/SC(=O)N(CC(=O)N3CCCC3)C2=O)cc1 | 18 | 2 | i
O=C(NOCc1ccccc1)c1ccccc1 | -3&3 | 4&-5 | i
CCOC(=O)C1CCN(Cc2c(O)c3ccccc3oc2=O)CC1 | 35 | -18 | i
CC1CCCC(NC(=O)Cn2cc(C(F)(F)F)cc(Cl)c2=O)C1C (centres undefined) | 11 | 3 | /
O=Cc1cc2ccccc2nc1SCc1ccc(Cl)c(Cl)c1 | 11 | -3 | i
COc1cc(/C=C(/C#N)C(=O)Nc2ccc(C)cc2)ccc1Oc1nc(Cl)ncc1F | 7 | -10 | i
COc1ccc(-n2nc3c(N4CCC(C(=O)NCc5cccc(C)c5)CC4)nnc(C)c3c2C)cc1 | 15 | -29 | i
CCOc1ccccc1C(c1c(C)n(C)n(-c2ccccc2)c1=O)c1c(C)n(C)n(-c2ccccc2)c1=O | 22 | -30 | i
O=C(Nc1ccc(F)cc1)c1ccc(C(=O)N2CCCC(O)C2)cc1 (centres undefined) | 9 | -4 | i
O=C(O)c1ccc(N/N=C/c2ccc3nccnc3c2)cc1 | 29 | -14 | i
CN(C)c1nc(NCc2ccccc2)nc(N/N=C/c2ccc(Br)cc2)n1 | 15 | -18 | i
COc1ccc(-c2cc(C(=O)Nc3ccc4c(c3)OCO4)no2)cc1 | 22 | -11 | i
COc1nnc(-c2ccc(C)c(S(N)(=O)=O)c2)c2ccccc12 | -6 | -9 | i
CCN=C1S/C(=C\c2cc(Cl)c(OC)c(OC)c2)C(=O)N1CC | -3 | -18 | i
CC(C)C(NC(=O)c1ccccc1)C(=O)OCc1cc([N+](=O)[O-])cc2c1OCOC2 (centres undefined) | 22 | -14 | i
COc1cc(/C=C/c2ccc(O)cc2)cc(OC)c1 | 5 | 7 | i
O=C1c2ccccc2C(=O)N1CCCc1nc(-c2ccc(Cl)cc2)no1 | 9 | -14 | i
CCOC(=O)c1c(C)[nH]c(C(=O)OCC(=O)Nc2sc(C(=O)N(C)C)c(C)c2C(=O)OCC)c1C | 11 | -31 | i
CSc1oc(-c2ccc(F)cc2)nc1S(=O)(=O)c1ccccc1 | 14 | -27 | i
Cc1cc(C(=O)NCc2cccs2)ccc1[N+](=O)[O-] | 51 | 12 | i
COc1ccccc1N1CCN(C(=O)c2cc(-c3cccs3)on2)CC1 | 2 | -30 | i
O=C(CSC1=NCCS1)N1CCN(c2ccccc2)CC1 | 19 | -14 | i
COC(=O)c1ccc(NC(=S)NC(=O)c2cc(-c3ccccc3)nc3ccccc23)cc1 | 16 | 1 | i
O=C(NCc1cccnc1)C(=O)NCC(c1ccco1)N1CCN(c2ccccc2F)CC1 (centres undefined) | -1 | -25 | i
O=S(=O)(c1ccc(Cl)cc1)n1ccc2cccnc21 | 26 | -22 | i
N#CCCC(CCC#N)C1=NCCc2ccccc21 | 7 | 4 | i
O=C(O)CCC(=O)N(Cc1cccs1)Cc1cccs1 | 17 | -8 | i
CCN1CCN(Cc2ccc(OC)c(OCc3ccccc3)c2)CC1 | 3 | 7 | i
O=C(Nc1nnc(Cc2ccccc2)s1)c1ccccc1 | 6 | -10 | i
O=C(NCC(=O)N(CC1CCCO1)C(C(=O)NC1CCCCC1)c1ccccc1)c1ccco1 (centres undefined) | 13 | -18 | i
O=C(COC(=O)c1ccccn1)Nc1nc(-c2ccccc2)cs1 | 17 | -25 | i
COc1ccc(NC(=O)N2CCC(O)(c3cccnc3)CC2)c(OC)c1 | 8 | -6 | i
Cc1nc(COc2cc3oc(=O)cc(C)c3cc2Cl)cs1 | 13 | -25 | i
CCOC(=O)C1=C(CSc2nc(-c3ccccc3)ccc2C#N)OC(N)=C(C#N)C1c1ccc(OC)cc1 (centres undefined) | 15 | 5 | i
CCN(CC(=O)Nc1ccc2c(c1)OCCO2)C(=O)c1ccc(S(=O)(=O)N(C)C)cc1 | 18 | -9 | i

Carrying on:
SMILES | OX1R antag-1 | OX1R antag-2 | CHT PAM
CCc1cccc2c(C(=O)C(NCCCOC)c3ccccc3)c[nH]c12 (centres undefined) | 36 | 5 | i
O=C(/C=C\NCC(=O)c1ccccc1)c1ccccc1 | 19 | -19 | i
COc1ccc(CCNC(=O)CCNC(=O)c2ccco2)cc1 | -1 | -5 | i
O=C(Nc1ccc(Br)c(C(F)(F)F)c1)c1ccc(C(F)(F)F)cc1 | 62* | 60* | i
OC(CCN1CCCCC1)(c1ccccc1)C1CCCCC1 (centres undefined) | 20 | -19 | i
CC(=O)c1ccc(N2CCN(C(=O)c3ccc(-c4ccccc4)cc3)CC2)cc1 | 6 | -4 | i
CCCNC(=O)Cn1cc(S(=O)(=O)N2CCCC2)c(S(=O)(=O)N2CCCC2)c1 | -2 | -7 | i
Cc1cscc1NC(=O)/C=C/C(=O)O | 25 | -14 | i
O=C(N/N=C1/CC2C=CCC12)c1ccc(Br)o1 (centres undefined) | 43 | -16 | i
O=C(N/N=C/c1cc(Br)ccc1O)c1cccc(N2CCCC2=O)c1 | 59 | 23 | i
Cc1ccc(CSCCNC(=O)CN(c2cc(C)ccc2C)S(C)(=O)=O)cc1 | 11 | -34 | i
O=c1cc(N2CCCC2)[nH]c(=O)n1-c1ccc(Cl)cc1 | 2 | -1 | i
CCOc1ccc(C(=O)CCN2CCOCC2)cc1 | -13 | -5 | i
COc1ccc(NC(=O)CN(C)C(=O)C2CC(=O)N(c3cccc4ccccc34)C2)cc1 (centres undefined) | -1 | -33 | /
COc1ccccc1CNC(=O)[C@@H]1CCCN1S(=O)(=O)c1ccccc1F | 16 | -14 | i
C=CCN=C(NC#N)SCC(=O)NC(C)(C)C | 20 | -6 | i
O=C(NC(=S)NCc1ccco1)c1ccccc1[N+](=O)[O-] | 6 | -23 | i
COc1ccc(N(CC(=O)N/N=C/c2ccc3c(c2)OCO3)S(=O)(=O)c2ccc(NC(C)=O)cc2)cc1 | 10 | -17 | i
NC(=O)c1cc2ccccc2o/c1=N\NC(=O)c1ccco1 | 20 | -3 | i
COc1ccc(C)cc1C1=CC(=O)C[C@H](c2ccc(F)cc2)C1 | 10 | -20 | /

Compounds from the list above with fluorine:
SMILES | OX1R antag-1 | OX1R antag-2 | CHT PAM
O=C(Nc1ccc(Cl)cc1)N1CCCN(Cc2ccccc2F)C1 | 18 | -23 | i
COc1ccc(/C=N/NC(=O)c2ccc(F)cc2)cc1CN1CCc2cc(OC)c(OC)cc2C1C (centres undefined) | 23 | -32 | i
CCN(CC)CCCN(C(=O)c1ccc(F)cc1)c1nc(-c2ccc(OC)cc2)cs1 | 12 | -29 | i
CCOc1ccc(C(=O)NCC(=O)N2CCN(c3ccc(C(F)(F)F)cn3)CC2)cc1 | 5 | 1 | /
CC1CCCC(NC(=O)Cn2cc(C(F)(F)F)cc(Cl)c2=O)C1C (centres undefined) | 11 | 3 | /
COc1cc(/C=C(/C#N)C(=O)Nc2ccc(C)cc2)ccc1Oc1nc(Cl)ncc1F | 7 | -10 | i
O=C(Nc1ccc(F)cc1)c1ccc(C(=O)N2CCCC(O)C2)cc1 (centres undefined) | 9 | -4 | i
CSc1oc(-c2ccc(F)cc2)nc1S(=O)(=O)c1ccccc1 | 14 | -27 | i
O=C(NCc1cccnc1)C(=O)NCC(c1ccco1)N1CCN(c2ccccc2F)CC1 (centres undefined) | -1 | -25 | i
O=C(Nc1ccc(Br)c(C(F)(F)F)c1)c1ccc(C(F)(F)F)cc1 | 62* | 60* | i
COc1ccccc1CNC(=O)[C@@H]1CCCN1S(=O)(=O)c1ccccc1F | 16 | -14 | i
COc1ccc(C)cc1C1=CC(=O)C[C@H](c2ccc(F)cc2)C1 | 10 | -20 | /

A second format for part of the listing above:
> O=C(NC(=S)NCc1ccco1)c1ccccc1[N+](=O)[O-]
  OX1R antag-1: 6	OX1R antag-2: -23	CHT PAM: i

> COc1ccc(N(CC(=O)N/N=C/c2ccc3c(c2)OCO3)S(=O)(=O)c2ccc(NC(C)=O)cc2)cc1
  OX1R antag-1: 10	OX1R antag-2: -17	CHT PAM: i

> NC(=O)c1cc2ccccc2o/c1=N\NC(=O)c1ccco1
  OX1R antag-1: 20	OX1R antag-2: -3	CHT PAM: i

> COc1ccc(C)cc1C1=CC(=O)C[C@H](c2ccc(F)cc2)C1
  OX1R antag-1: 10	OX1R antag-2: -20	CHT PAM: /

Next compounds follow.
SMILES | OX1R antag-1 | OX1R antag-2 | CHT PAM
O=C(O)C(Oc1ccc2c3c(c(=O)oc2c1)CCC3)c1ccccc1 (centres undefined) | 26 | -20 | i
O=C(Nc1ccncc1)c1cccs1 | 7 | 7 | i
CCCC1=[N+](CC)CCn2c(C)ccc21 | 11 | 9 | i
COc1ccc(NS(=O)(=O)c2ccc3c(c2)n(C)c(=O)n3C)cc1 | 13 | -2 | i
Cc1ccc(C(=O)NN2CCOCC2)cc1 | 5 | -5 | i
Cc1ccc(-n2cccc2/C=C2\C(=N)N3N=C(C(C)C)SC3=NC2=O)cc1 | 29 | -20 | i
O=C(Nc1ccccc1)c1ccc(F)cc1F | 22 | -8 | i
O=C(CCCN1C(=O)/C(=C/c2cccs2)SC1=S)NNC(=O)c1cccnc1 | 41 | -12 | i
O=C(NCC(=O)N1CCN(Cc2ccccc2)CC1)c1ccc(Cl)cc1 | 18 | -16 | i
O=C(CCCn1c(=O)c2cccn2c2cccnc21)NCc1cccc(Br)c1 | 31 | -2 | i

The last two entries of the part before lead into the next.
SMILES | OX1R antag-1 | OX1R antag-2 | CHT PAM
O=C(NCC(=O)N1CCN(Cc2ccccc2)CC1)c1ccc(Cl)cc1 | 18 | -16 | i
O=C(CCCn1c(=O)c2cccn2c2cccnc21)NCc1cccc(Br)c1 | 31 | -2 | i
CC(C)c1noc2ncc(C(=O)c3cc(Cl)cc(Cl)c3O)cc12 | 68 | -8 | i
CN1CCN(C(=O)c2cn(-c3ccccc3)nc2-c2cccs2)CC1 | 6 | -9 | i
CC(C)C[C@@H](CN1C(=O)C(=O)NC[C@@H]1CC(C)C)NC(=O)Cc1ccccc1 | 13 | -34 | /
O=C(O)CCN=C1CCc2ccccc2N1 | 7 | -8 | i
Fc1ccc(CCN2CCN=C2Nc2ccccc2)cc1 | 23 | -4 | i
Cc1ccc(C(=O)N2CCN(c3ccccc3)CC2)cc1NC(=O)c1ccco1 | 11 | -22 | i
COc1ccc2c(CC(=O)Nc3nc(C)cs3)coc2c1 | 14 | -20 | i
COc1ccc(CCNC(=O)COc2ccc3c(C)cc(=O)oc3c2)cc1 | 3 | -17 | /
C[N+]1(CCC(=O)c2ccccc2)CCCCC1 | 8 | -11 | i
O=C(O)COc1ccccc1/C=N/NC(=O)CNC(=O)c1ccco1 | 12 | 7 | i
O=C(NCC1CCCO1)C(c1ccncc1)N(Cc1cccs1)C(=O)Cn1nnc(-c2ccc(F)cc2)n1 (centres undefined) | 11 | -39 | i
Cc1ccc(S(=O)(=O)N(C)CC(=O)N2CCCCCC2)cc1 | 10 | -22 | i
COc1ccc(NC(=O)COC(=O)c2ccc(OC)c(S(=O)(=O)N3CCCC3)c2)cc1OC | 0 | -7 | /
CCc1ccccc1NS(=O)(=O)c1cccc2nsnc12 | 10 | -26 | i
COc1ccc(-c2cc(C(F)(F)F)nc(-n3cc(Cl)cn3)n2)cc1 | 18 | -72 | i
CCOC(=O)c1ccccc1NC(=O)C(C)Oc1ccccc1 (centres undefined) | 22 | -37 | i
